Screening results as filed in PubChem BioAssay.
EPAC1 agonist = activates human EPAC1 exchange factor. actives 0.073% (n = 360,000). O95398. Potency, µM (highest dose often 154 µM), inactives show at the highest dose activation, actives largely listed as activators. EPAC1 agonist qHTS, biochemical assay; response scale: 100% = response to 6.5 mM cAMP. AID 720707; note: potency is the fitted concentration of half-maximal effect; nearly all actives have a fitted effect of over 60% in size
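Multi-concentration qHTS readout: loss of Rap1B-bound BODIPY-GDP fluorescence driven by 100 nM EPAC1 with excess GDP (50 uM), monitored kinetically at room temperature; agonist response expressed relative to 6.5 mM cAMP.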
EPAC2 antagonist = blocks human EPAC2 exchange factor; Potency, µM (series often up to 114 µM), for the others: at the top dose activity, negative = inhibition, usual class: inhibitors; EPAC2 GEF exchange of Rap1B-BODIPY-GDP, fluorescence; actives 0.18% (n = 360,000); note: potency is the fitted concentration of half-maximal effect; % is set by controls: 0 for no effect and ±100 for the full control effect; nearly all actives have a fitted effect of over 45% in size; many of its hits are not listed in these tables
Target sequence (Q8WZA2 whole entry, looked up): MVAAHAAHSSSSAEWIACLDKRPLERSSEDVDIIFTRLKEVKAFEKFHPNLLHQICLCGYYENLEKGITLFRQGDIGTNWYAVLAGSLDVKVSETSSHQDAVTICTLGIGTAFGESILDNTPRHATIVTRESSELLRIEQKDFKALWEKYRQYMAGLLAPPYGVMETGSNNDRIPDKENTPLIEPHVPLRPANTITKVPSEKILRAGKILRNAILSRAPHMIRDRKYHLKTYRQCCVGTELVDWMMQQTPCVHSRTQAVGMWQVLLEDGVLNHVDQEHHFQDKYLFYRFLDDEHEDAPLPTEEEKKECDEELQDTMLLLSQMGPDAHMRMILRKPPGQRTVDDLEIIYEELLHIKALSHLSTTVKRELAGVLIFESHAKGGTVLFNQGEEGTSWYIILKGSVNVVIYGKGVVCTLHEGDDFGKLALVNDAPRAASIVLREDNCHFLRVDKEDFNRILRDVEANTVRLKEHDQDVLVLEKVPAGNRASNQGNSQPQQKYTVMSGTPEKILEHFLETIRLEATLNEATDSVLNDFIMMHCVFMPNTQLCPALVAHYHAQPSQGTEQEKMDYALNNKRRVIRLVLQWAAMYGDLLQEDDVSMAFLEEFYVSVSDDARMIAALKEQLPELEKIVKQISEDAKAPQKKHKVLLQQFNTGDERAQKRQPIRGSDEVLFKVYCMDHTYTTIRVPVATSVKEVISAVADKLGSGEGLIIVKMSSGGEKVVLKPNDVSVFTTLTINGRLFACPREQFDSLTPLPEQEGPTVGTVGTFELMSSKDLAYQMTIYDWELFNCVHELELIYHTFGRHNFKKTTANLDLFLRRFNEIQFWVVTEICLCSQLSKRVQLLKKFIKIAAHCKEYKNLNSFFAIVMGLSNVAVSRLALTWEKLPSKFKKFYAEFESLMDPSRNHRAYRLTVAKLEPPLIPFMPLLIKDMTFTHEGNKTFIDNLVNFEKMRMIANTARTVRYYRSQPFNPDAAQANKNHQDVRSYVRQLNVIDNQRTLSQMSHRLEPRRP
MmCpn inh = inhibitors of Methanococcus maripaludis chaperonin (MmCpn). Potency, µM (doses to about 76.9 µM), inactives show at the highest dose activity, negative = inhibition, actives largely listed as inhibitors. purified Mm-Cpn ATPase, ADP Transcreener TR-FRET. AID 504842. actives 0.031% (n = 330,000); note: potency is the fitted concentration of half-maximal effect; % is set by controls: 0 for no effect and ±100 for the full control effect; nearly all actives have a fitted effect of over 80% in size
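Purified archaeal chaperonin (25 nM final) was preincubated with compound for 10 min at 37°C, then ATP (10 uM final) was added for 30 min at 37°C in Tris pH 7.4/KCl/MgCl2/DTT buffer. ADP was quantified by HTRF Transcreener TR-FRET.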
PI5P4Ka inh = inhibitors of human PI5P4K alpha | max response, % | PI5P4Kalpha enzyme, ADP-Glo luminescence, 60 min; active compounds read low | P48426 | actives 1.2% (n = 330,000); active = max response of -50% or lower; inconclusive = between -30% and -50%; inactive = -30% or higher; note: value at the top dose of about 77 µM; % is set by controls: 0 for no effect and ±100 for the full control effect
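ADP-Glo luminescence end-point read after a 60 min room-temperature kinase reaction of PI5P4Kalpha plus substrate, initiated with ATP at 5 microM final. Buffer: 0.038 M HEPES pH 7.4, EGTA, 0.1% CHAPS, 5% DMSO.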
CCT modulator = modulators of cytosolic chaperonin (CCT/TRiC) activity. actives 0.3% (n = 360,000). purified chaperonin ATPase assay, HTRF ADP detection, 30 min. activity change, % (test concentration not listed), hits read low; in the data active = activity change below about -30%; note: % is set by controls: 0 for no effect and ±100 for the full control effect
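ATPase activity: ADP formed was measured by HTRF Transcreener (665/615 nm ratio) after 30 min at 37 deg C with 10 uM ATP. Compounds screened at one 76 uM concentration against 40 or 20 nM TRiC in Tris pH 7.4/KCl/MgCl2/DTT buffer.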
PLK1 PBD inh = blocks phosphopeptide binding to human PLK1 polo-box domain; AID 720504; P53350; actives 2.8% (n = 360,000); Potency, µM, for the others: max response, negative = inhibition, actives largely listed as inhibitors; Plk1 PBD binding of FITC phosphopeptide, fluorescence polarization; note: potency is the fitted concentration of half-maximal effect; series mostly up to about 57 µM; % is set by controls: 0 for no effect and ±100 for the full control effect; nearly all actives have a fitted effect of over 65% in size
WRN helicase inh = inhibitors of human WRN helicase | Q14191 | WRN helicase unwinding, fluorescent forked duplex, kinetic | Potency, µM (top dose mostly 114 µM), inactives show at the highest dose activity change, negative = inhibition, most hits filed as inhibitors | actives 0.46% (n = 360,000); note: potency is the fitted concentration of half-maximal effect; % is set by controls: 0 for no effect and ±100 for the full control effect; nearly all actives have a fitted effect of over 55% in size
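WRN at 20 nM final was preincubated with compound for 15 min at room temperature; reaction started with 100 nM forked duplex oligonucleotide carrying fluorophore and quencher plus 2 mM ATP (final). Unwinding followed kinetically by red fluorescence (ex 525/em 598 nm).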
EPAC1 antagonist = antagonists of human EPAC1; O95398; EPAC1 GEF assay, Rap1b-BODIPY-GDP exchange fluorescence; Potency, µM (doses to about 115 µM), without a hit: top-dose activity change, negative = inhibition, hits mostly inhibitors; actives 0.14% (n = 360,000); AID 720709;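 note: potency is the fitted concentration of half-maximal effect; plate controls were vehicle for no effect and positive control for full effect; nearly all actives have a fitted effect of over 50% in size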
An asterisk follows results filed as active; ? = inconclusive; nt = no result given; & = joins results of further samples; [ ] = dose if it differs, or a comment. Unless noted, calls come from the whole dose curve; as a rule, active = well fitted curve in the direction sought with a large enough effect; inconclusive = small, poorly fitted or top-dose-only effect, or another doubt; inactive = no such curve, though single readings can be large; an effect the other way counts as inactive or inconclusive. This is a subset; the hit share may differ from the screen's.

SMILES	EPAC1 agonist	EPAC2 antagonist	MmCpn inh	PI5P4Ka inh	CCT modulator	PLK1 PBD inh	WRN helicase inh	EPAC1 antagonist
CC1CN(CC(=O)c2ccccc2Cl)CC(C)O1 (centres undefined)	5%	7%	0%	0	0.8	-7%	8%	11%
CCOC(=O)C(O)(c1ccc(N(CC)C(=O)COc2ccccc2)cc1)C(F)(F)F (centres undefined)	-3%	-5%	0%	4	0.3	1%	4%	-1%
NC1CCCCC1N=Cc1c(O)n(Cc2ccc(F)cc2)c(=O)[nH]c1=O (centres undefined)	0%	2%	1%	-4	-8.0	1%	4%	2%
COC(=O)C1=C(c2ccc(Cl)c(C(F)(F)F)c2)C[C@@H]2CC[C@H]1N2C(=O)NCc1ccco1	-4%	-22%	-2%	-1	-0.1	-15%	-1%	-10%
CCN(CC)C(=O)c1ccc(NC(=O)CN2CCc3cc(OC)c(OC)cc3C2)cc1	0%	6%	0%	2	-0.1	-13%	2%	?
c1ccc2nc(OCCN3CC3)ccc2c1	5%	5%	2%	3	1.3	4%	15%	11%
CC(C)NCC(O)c1ccc(C2CCCC2)cc1 (centres undefined)	2%	-9%	0%	-9	-15	-10%	0%	9%
CC1=[N+]([O-])C2(N)CCc3nonc3C2(O)C1 (centres undefined)	2%	11%	2%	-2	0.7	-7%	4%	1%
C1CCC2S[C@H]3CCCCC3NC2C1 (some centres undefined)	8%	15%	0%	-1	-3.9	-2%	-7%	-3%
CN1CCc2nc3sc(C(=O)NC(C)(C)C)c(N)c3cc2C1	7%	-11%	-2%	nt	0.0	-14%	-3%	-11%
O=C(c1cccn2c(=O)c3cc(Br)ccc3nc12)N1CCC2(CC1)OCCO2	2%	-2%	-2%	nt	-2.6	-10%	3%	0%
CC(=O)c1cccc(OCC(O)CN2CC=C(c3ccccc3)CC2)c1 (centres undefined)	-2%	-5%	0%	nt	-1.4	-3%	4%	4%
C=CCN1CC[C@]23c4c5ccc(O)c4O[C@H]2C(=O)CC[C@@]3(O)[C@H]1C5	7%&-20%	2%&3%	-2%&-1%	1&-4	0.7&-0.8	-4%&3%	-7%&0%	-10%&2%
CC1([N+](=O)[O-])COP(=O)(Nc2ccccc2F)OC1 (centres undefined)	-2%	-1%	nt	14	-0.6	-6%	?	?
CCCCCCCC(=O)NC(Oc1ccccc1[N+](=O)[O-])C(Cl)(Cl)Cl (centres undefined)	10%	-4%	0%	nt	-1.1	?	-2%	5%
N=C(N)c1c(O)n(C2CCCCC2)c(=O)n(C2CCCCC2)c1=O	21%	-14%	0%	1	-2.6	-6%	-30%	-26%
COc1ccc2c(c1)C13CCN(C)C(C2)C1CCC1(C3)OCCO1 (centres undefined)	4%	-6%	nt	19	-0.5	-3%	-1%	2%
NC(Cc1ccc(Cl)cc1)c1csc(Nc2cnccn2)n1 (centres undefined)	11%	4%	nt	-5	-2.0	-12%	-2%	13%
CC(C)(C)C(=O)C(Oc1ccc(Cl)cc1)n1cncn1 (centres undefined)	3%	-5%	nt	5	-5.2	-9%	-22%	-1%
CC(C)(C)C(=O)N1Cc2cc(N3CCCCC3)ccc2-n2nncc2C1	11%	-3%	nt	7	1.1	-2%	6%	1%
O=c1[nH]c2ccccc2n1C1CCN(CCCC(c2ccc(F)cc2)c2ccc(F)cc2)CC1	-14%	3%	-4%[15.4 µM]	-51*	-19	-7%	-12%	-15%
Cc1ccc2c(c1)N(N=O)CCC2	6%	7%	2%	0	-0.3	-3%	-31%[57.1 µM]	28%
NC(=O)c1cc(N2CC2)c([N+](=O)[O-])cc1[N+](=O)[O-]	1%	12%	nt	-4	-1.5	-6%	-7%	-12%
COc1ccc(C(c2nnnn2-c2ccc(OC)cc2)N2CCC(n3c(=O)[nH]c4ccccc43)CC2)cc1 (centres undefined)	-8%	?	nt	0	1.8	0%	-10%	-23%
COC(=O)C1=C(c2ccc(F)cc2OCc2ccccc2)C[C@@H]2CC[C@H]1N2C(=O)NCc1ccco1	5%	-16%	1%	-22	-0.9	-12%	-21%	?

Overlap with the part before: two compounds; new compounds follow.
SMILES	EPAC1 agonist	EPAC2 antagonist	MmCpn inh	PI5P4Ka inh	CCT modulator	PLK1 PBD inh	WRN helicase inh	EPAC1 antagonist
COc1ccc(C(c2nnnn2-c2ccc(OC)cc2)N2CCC(n3c(=O)[nH]c4ccccc43)CC2)cc1 (centres undefined)	-8%	?	nt	0	1.8	0%	-10%	-23%
COC(=O)C1=C(c2ccc(F)cc2OCc2ccccc2)C[C@@H]2CC[C@H]1N2C(=O)NCc1ccco1	5%	-16%	1%	-22	-0.9	-12%	-21%	?
COC(=O)C1=C(c2ccccc2)C[C@@H]2CC[C@H]1N2C(=O)N1CCC(C)CC1	-15%	-16%	nt	0	-1.4	2%	10%	2%
C[C@]12CC[C@H](O)CC1=CC[C@@H]1[C@@H]2CC[C@]2(C)C(=O)CC[C@@H]12	-25%	-10%	nt	6	0.5	-5%	1%	0%
CC12CCC3C(CCC4(O)CC(O)CCC34C=O)C1(O)CCC2C1=CC(=O)OC1 (centres undefined)	4%	9%	nt	-4	-2.7	-1%	7%	-4%
O=C(C(=O)N1CCOCC1)c1cn(Cc2ccccc2Cl)c2ccccc12	5%	0%	0%	3	1.0	-5%	-7%	-9%
O=C1NC(=O)N(Cc2ccco2)C(=O)/C1=C\c1cccn1CCOc1ccccc1	5%	7%	0%	-24	0.8	15µM*	-10%[11.6 µM]	-7%
CN1/C(=C\C=Nc2ccccc2)C(C)(C)c2ccccc21	14%	-1%	-2%	-1	-1.6	2%	-15%	0%
S=C1NC2(CCCCC2)NC12CCCCC2	4%	26%	2%	-5	-0.7	1%	4%	-13%
Cc1ccc(N2C(=O)/C(=C/N3CCN(C(=O)c4ccco4)CC3)C(=O)NC2=S)cc1C	-2%	0%	0%	-27	-5.5	24µM*	?	12%
CC(=O)Nc1ccc2c(c1)CC1(C(=O)N(C)C(=O)N(C)C1=O)C1CCCN21 (centres undefined)	-14%	-1%	-1%	-1	-0.9	-10%	6%	-2%
COc1cc(C(=O)OC2C[C@H]3CC[C@@H](C2)N3)ccc1O (some centres undefined)	4%	2%	1%	0	-3.1	-13%	4%	-8%
N#CCC(=O)NN1Cc2ccccc2C1=N	2%	7%	-1%	0	-2.8	-3%	2%	-19%
CCOP(=O)(OCC)C(Nc1cccc(C(F)(F)F)c1)c1ccc(C)cc1 (centres undefined)	-23%	-1%	1%	-1	2.2	5%	3%	?
O=C(c1cc2cc3ccc(Cl)cc3nc2o1)N1CCC2(CC1)OCCO2	-1%	-3%	1%	-3	-0.6	-1%	3%	7%
CCN(C[C@H]1N[C@@](C)(C(=O)OC)[C@H]2C(=O)N(Cc3ccccc3)C(=O)[C@@H]12)S(=O)(=O)c1ccc(C(C)(C)C)cc1	-9%	-9%	0%	1	2.0	?	-3%	-26%
COC(=O)C1=C(c2ccc(F)cc2OCc2ccccc2)C[C@@H]2CC[C@H]1N2C(=O)NCc1ccccc1	-9%	-19%	-2%	-1	-0.2	-15%	-6%	-13%
COCc1ccc(CN2CCCC(C(=O)c3sccc3C)C2)o1 (centres undefined)	0%	-7%	1%	3	-2.4	-8%	-5%	-4%
O=C(Nc1ccc(Cl)cc1)N1CC1	0%	15%	nt	-3	-2.0	-5%	3%	-1%
CCN(CC)c1ccc(C=C2C(=O)N(C)C(=S)N(C)C2=O)o1	10%	0%	0%	-27	-2.5	35%[activator]	-10%[11.6 µM]	13%
Cn1cc(Br)c(C(=O)Nc2ccc3c(C(F)(F)F)cc(=O)oc3c2)n1	-9%	0%	4%	0	-0.5	-1%	13%	1%
Cn1cc(C(=O)NC2CC2)c2ccccc21	-9%	0%	2%	2	1.1	3%	1%	-6%
CC1=CC(C)CC(C)OC(=O)CC(c2ccc(O)cc2)NC(=O)C(Cc2c(Br)[nH]c3ccccc23)N(C)C(=O)C(C)NC(=O)C(C)C1 (centres undefined)	-2%	-14%	nt	4	-0.6	-2%	-6%	-25%
Fc1ccc(Cn2nnnc2CN2CCC(n3nnc4cc(C(F)(F)F)ccc43)CC2)cc1	nt	-29%	1%	19	1.8	-1%	-11%	-5%
CS(=O)(=O)NNP(=O)(NNS(C)(=O)=O)NC(=O)c1ccc(Br)cc1	-2%	-6%	0%	3	-3.5	-5%	0%	-4%

At a glance, some entries already given.
SMILES	EPAC1 agonist	EPAC2 antagonist	MmCpn inh	PI5P4Ka inh	CCT modulator	PLK1 PBD inh	WRN helicase inh	EPAC1 antagonist
Fc1ccc(Cn2nnnc2CN2CCC(n3nnc4cc(C(F)(F)F)ccc43)CC2)cc1	nt	-29%	1%	19	1.8	-1%	-11%	-5%
CS(=O)(=O)NNP(=O)(NNS(C)(=O)=O)NC(=O)c1ccc(Br)cc1	-2%	-6%	0%	3	-3.5	-5%	0%	-4%

Four of these compounds in another layout.
Second line of a record: EPAC1 agonist, EPAC2 antagonist, MmCpn inh, PI5P4Ka inh, CCT modulator, PLK1 PBD inh, WRN helicase inh, EPAC1 antagonist
CCOP(=O)(OCC)C(Nc1cccc(C(F)(F)F)c1)c1ccc(C)cc1 (centres undefined)
→ -23%, -1%, 1%, -1, 2.2, 5%, 3%, ?
COC(=O)C1=C(c2ccc(F)cc2OCc2ccccc2)C[C@@H]2CC[C@H]1N2C(=O)NCc1ccccc1
→ -9%, -19%, -2%, -1, -0.2, -15%, -6%, -13%
O=C(C(=O)N1CCOCC1)c1cn(Cc2ccccc2Cl)c2ccccc12
→ 5%, 0%, 0%, 3, 1.0, -5%, -7%, -9%
COc1cc(C(=O)OC2C[C@H]3CC[C@@H](C2)N3)ccc1O (some centres undefined)
→ 4%, 2%, 1%, 0, -3.1, -13%, 4%, -8%
